TRPC4 agonist: TRPC4 (mouse) channel activation; B-score at 10 µM; HEK293 TRPC4beta/mu-opioid, Fluo4 calcium fluorescence; active compounds read high; Q9QUQ5; 310,000 tested, 0.49% active; AID 2237;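 active means B-score above 5 SD of library B-scores, and initial fluorescence ratio not above library mean plus 5 SD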;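 further: positive B-score marks a calcium rise read as TRPC4 activation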
Target sequence (Q9QUQ5 whole entry, looked up): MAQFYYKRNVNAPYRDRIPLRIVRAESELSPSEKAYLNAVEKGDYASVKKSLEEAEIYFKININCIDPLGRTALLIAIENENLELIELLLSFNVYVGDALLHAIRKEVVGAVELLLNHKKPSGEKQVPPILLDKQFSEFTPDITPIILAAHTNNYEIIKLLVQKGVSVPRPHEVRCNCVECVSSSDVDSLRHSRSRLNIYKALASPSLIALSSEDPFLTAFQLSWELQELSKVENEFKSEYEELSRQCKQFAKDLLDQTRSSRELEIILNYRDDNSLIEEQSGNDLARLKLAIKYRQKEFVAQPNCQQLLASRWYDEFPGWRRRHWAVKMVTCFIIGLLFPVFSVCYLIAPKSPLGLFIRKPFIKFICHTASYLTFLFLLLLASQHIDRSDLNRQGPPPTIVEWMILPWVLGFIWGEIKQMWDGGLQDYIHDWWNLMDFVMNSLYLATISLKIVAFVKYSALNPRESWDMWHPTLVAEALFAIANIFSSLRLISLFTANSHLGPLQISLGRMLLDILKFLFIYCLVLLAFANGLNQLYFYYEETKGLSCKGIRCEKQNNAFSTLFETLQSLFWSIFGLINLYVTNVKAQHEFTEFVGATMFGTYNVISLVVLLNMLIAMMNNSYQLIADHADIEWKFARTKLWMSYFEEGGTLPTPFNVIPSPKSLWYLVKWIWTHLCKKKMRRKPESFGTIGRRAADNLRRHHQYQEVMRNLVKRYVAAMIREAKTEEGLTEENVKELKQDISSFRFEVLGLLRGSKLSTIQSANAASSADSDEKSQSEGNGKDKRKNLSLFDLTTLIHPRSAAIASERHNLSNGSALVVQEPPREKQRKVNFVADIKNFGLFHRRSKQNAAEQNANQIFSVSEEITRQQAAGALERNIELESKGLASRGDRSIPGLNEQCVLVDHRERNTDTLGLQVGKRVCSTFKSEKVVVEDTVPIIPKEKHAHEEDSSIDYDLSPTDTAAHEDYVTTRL
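Incubation: 45 min room-temperature Fluo4 loading, 110 s read / System: HEK293 cells stably co-expressing mouse TRPC4beta and mu-opioid receptor / Signal: Fluo4 fluorescence, kinetic / Control set: buffer (low) and maximal DAMGO (high) / Measure: integrated baseline-normalised fluorescence ratio, converted to per-well B score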
TRPC4 block: blocks the mouse TRPC4 cation channel; Q9QUQ5; HEK293 TRPC4beta/mu-opioid, DAMGO-evoked Fluo4 calcium flux; active compounds read low; B-score at 10 µM; 300,000 tested, 0.39% active;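 active means B-score over 3 SD under the library average, no early fluorescence shift, positive overall ratio signal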
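Signal: kinetic Fluo4 fluorescence imaging of calcium influx. Material: stable TRPC4beta/mu-opioid receptor HEK293 cells. Probe or stimulus: DAMGO in two steps, submaximal then maximal.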
MrgX1 antagonist: antagonists of human MrgX1 receptor; AID 588676; MRGX1-HEK293 calcium flux, Fluo-4, BAM8-22 antagonism; active compounds read low; B-score at 10 µM; 310,000 tested, 1.3% active;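 active means calcium-response B-score plate-corrected more than 3 library SD below zero, starting fluorescence within 5 deviations, no agonist response on first addition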;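 further: peak minus trough fluorescence over baseline after final BAM8-22 challenge near maximal dose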
TRPC4 potent: allosteric potentiators of mouse TRPC4 channel | HEK293 TRPC4beta/mu-opioid, DAMGO EC20, Fluo-4 Ca2+ flux; active compounds read high | B-score at 10 µM | 310,000 tested, 0.42% active;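 active means B-score of calcium response area above 5 SD of library B-scores, with initial fluorescence ratio within 5 SD of library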;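 further: B-score of integrated fluorescence ratio over time as area under calcium response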
MrgX1 ag: agonists of human MrgX1 receptor; Q96LB2; 310,000 tested, 0.44% active; MrgX1-HEK293 cells, Fluo-4 calcium fluorescence, agonist mode; active compounds read high; B-score at 10 µM;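 active means calcium response B-score plate-corrected fluorescence ratio at least 3 library SD, with starting fluorescence B-score inside 5 SD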
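Material: HEK293 cells stably expressing human MrgX1 receptor | Quantity: 15,000 cells per well | Times: Cells plated overnight, dye loaded 0.5 h 37 °C, 0.5 h room temperature | Measured by: Kinetic Fluo-4 NW fluorescence of intracellular calcium | Control set: Positive and negative controls per plate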
TRPC6 activator: activates the mouse TRPC6 cation channel. Q61143. HEK293-TRPC6 membrane potential dye fluorescence; active compounds read high. B-score at 10 µM. 310,000 tested, 0.13% active. AID 2550;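 active means B-score of the integrated fluorescence ratio above library mean plus 3 SD, and starting fluorescence ratio within library mean plus 5 SD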;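 further: higher score means more depolarization so channel activation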
TRPC6 inhibitor: inhibitors of mouse TRPC6 channel. B-score at 10 µM. Q61143. AID 2553. 310,000 tested, 1.1% active. HEK293-TRPC6, membrane potential dye, ACh-evoked depolarization; active compounds read low;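 active means B-score under library mean minus 3 SD, initial fluorescence not abnormally high, positive integrated signal ratio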;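 further: B-score derived from integrated fluorescence ratio over the kinetic read; more negative B-score means stronger inhibition of depolarization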
ANO1 block: mouse TMEM16A channel inhibition, primary screen; Q8BHY3; HEK293 TMEM16A/YFP iodide influx fluorescence, ionomycin; normalized B-score (activity score, 25-100; higher = stronger inhibition) at 10 µM; 310,000 tested, 1.2% active;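 active means ratio plate-corrected score three or more library SD toward inhibition, starting fluorescence score within five deviations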;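 further: score derived from kinetic fluorescence span divided by baseline fluorescence per well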
TMEM16A act: activators or potentiators of mouse TMEM16A chloride channel. 340,000 tested, 0.3% active. HEK293 TMEM16A/YFP-H148Q/I152L, iodide quench fluorescence; active compounds read low. B-score at 10 µM. Q8BHY3;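 active means fluorescence-ratio B-score plate-corrected deviation score at least 3 library SD below zero, with starting fluorescence score within 5 deviations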;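 further: channel opened by trigger with iodide after compound preincubation; score built on the fluorescence ratio of max minus min over baseline; more negative score means more quench and so TMEM16A activation or potentiation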
SKKanGAS inh: blocks kanamycin growth of S. pyogenes SKKanGAS strain; AID 1662; 300,000 tested, 1.3% active; BacTiter-Glo, 6 h; inhibition, % at 7.5 µM;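 active means mean replicate score, as percent of positive control median, at least 50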;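 further: strain carries kanamycin resistance gene driven by streptokinase promoter and grows in 40 µg/ml kanamycin; loss of luminescence reflects streptokinase promoter inhibition or plain growth inhibition; 0% = median of DMSO wells and 100% = positive control at its reference dose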
MrgX1 PAM: allosterically activates human MrgX1 receptor signaling; Q96LB2; MrgX1-HEK293, Fluo-4 calcium flux, FDSS; active compounds read high; B-score at 10 µM; 310,000 tested, 0.63% active; AID 588675;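 active means plate-corrected calcium response at least 3 library SD above typical, normal starting fluorescence, not activating the receptor alone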;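 further: compound read alongside a low EC10 to EC30 dose of BAM8-22 agonist; peak minus trough fluorescence over baseline measured at the second addition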
Starred values were filed as active, the others as inactive.

Cc1c(Cl)c(C(=O)N2CCCc3ccccc32)nn1C was read as TRPC4 agonist inactive, TRPC4 block inactive, MrgX1 antagonist inactive, TRPC4 potent inactive, MrgX1 ag inactive, TRPC6 activator inactive, TRPC6 inhibitor inactive, ANO1 block inactive, TMEM16A act inactive, SKKanGAS inh 0 and MrgX1 PAM inactive.
`O=C(COC(=O)c1ccco1)NCc1ccc(F)cc1` gave TRPC4 agonist inactive, TRPC4 block inactive, MrgX1 antagonist inactive, TRPC4 potent inactive, MrgX1 ag inactive, TRPC6 activator inactive, TRPC6 inhibitor inactive, ANO1 block inactive, TMEM16A act inactive, SKKanGAS inh -11 and MrgX1 PAM inactive.
O=C(Nc1cccnc1)c1ccc(F)c(S(=O)(=O)N2CCOCC2)c1 was read as TRPC4 agonist inactive, TRPC4 block inactive, MrgX1 antagonist inactive, TRPC4 potent inactive, MrgX1 ag inactive, TRPC6 activator inactive, TRPC6 inhibitor inactive, ANO1 block inactive, TMEM16A act inactive, SKKanGAS inh -4 and MrgX1 PAM inactive.
Screening O=C(O)c1ccc(SCc2ccccc2)nc1 returned TRPC4 agonist inactive, TRPC4 block inactive, MrgX1 antagonist inactive, TRPC4 potent inactive, MrgX1 ag inactive, TRPC6 activator inactive, TRPC6 inhibitor inactive, ANO1 block inactive, TMEM16A act inactive, SKKanGAS inh 1 and MrgX1 PAM inactive.
CS(=O)(=O)Nc1cccc(C2=NN(C(=O)CCCC(=O)O)C(c3cccs3)C2)c1 (centres undefined) was read as TRPC4 agonist inactive, TRPC4 block inactive, MrgX1 antagonist inactive, TRPC4 potent inactive, MrgX1 ag inactive, TRPC6 activator inactive, TRPC6 inhibitor inactive, ANO1 block inactive, TMEM16A act inactive, SKKanGAS inh -1 and MrgX1 PAM inactive.
`CCN(CC(=O)Nc1c(F)cccc1F)C(=O)CCSc1ccc(C)cc1` gave TRPC4 agonist inactive, TRPC4 block inactive, MrgX1 antagonist inactive, TRPC4 potent inactive, MrgX1 ag inactive, TRPC6 activator inactive, TRPC6 inhibitor inactive, ANO1 block inactive, TMEM16A act inactive, SKKanGAS inh 3 and MrgX1 PAM inactive.
C(#Cc1ccccc1)CN1CCOCC1 was read as TRPC4 agonist inactive, TRPC4 block inactive, MrgX1 antagonist inactive, TRPC4 potent inactive, MrgX1 ag inactive, TRPC6 activator inactive, TRPC6 inhibitor inactive, ANO1 block inactive, TMEM16A act inactive, SKKanGAS inh 3 and MrgX1 PAM inactive.
For CC(C)C[C@@H]1NC(=O)N(CCN2CCOCC2)C1=O the results were TRPC4 agonist inactive, TRPC4 block inactive, MrgX1 antagonist inactive, TRPC4 potent inactive, MrgX1 ag inactive, TRPC6 activator inactive, TRPC6 inhibitor inactive, ANO1 block inactive, TMEM16A act inactive, SKKanGAS inh -10 and MrgX1 PAM inactive.
CCOC(=O)c1nnc(-c2ccc(C)cc2)nc1Oc1ccc(Cl)cc1Cl was read as TRPC4 agonist inactive, TRPC4 block inactive, MrgX1 antagonist inactive, TRPC4 potent inactive, MrgX1 ag inactive, TRPC6 activator inactive, TRPC6 inhibitor inactive, ANO1 block inactive, TMEM16A act inactive, SKKanGAS inh -7 and MrgX1 PAM inactive.
C/C(=N\OC(=O)c1cccc(Cl)c1)c1sc(C)nc1C was read as TRPC4 agonist inactive, TRPC4 block inactive, MrgX1 antagonist inactive, TRPC4 potent inactive, MrgX1 ag inactive, TRPC6 activator inactive, TRPC6 inhibitor inactive, ANO1 block inactive, TMEM16A act inactive, SKKanGAS inh -4 and MrgX1 PAM inactive.
`COc1ccc(Cl)cc1NC(=O)CCS(=O)(=O)c1cc2c(cc1C)NC(=O)CO2` gave TRPC4 agonist inactive, TRPC4 block inactive, MrgX1 antagonist inactive, TRPC4 potent inactive, MrgX1 ag inactive, TRPC6 activator inactive, TRPC6 inhibitor -5.7*, ANO1 block 100*, TMEM16A act inactive, SKKanGAS inh 0 and MrgX1 PAM inactive.
`Cc1ccc(Cn2c(O)c(N=NC(=S)Nc3ccccc3F)c3ccccc32)cc1` gave TRPC4 agonist inactive, TRPC4 block inactive, MrgX1 antagonist inactive, TRPC4 potent inactive, MrgX1 ag inactive, TRPC6 activator inactive, TRPC6 inhibitor inactive, ANO1 block inactive, TMEM16A act inactive, SKKanGAS inh 61* and MrgX1 PAM inactive.
`Cc1cc(C)c(S(=O)(=O)N2CCCC2CNC(=O)c2ccc3c(c2)OCO3)c(C)c1` (centres undefined) gave TRPC4 agonist inactive, TRPC4 block inactive, MrgX1 antagonist inactive, TRPC4 potent inactive, MrgX1 ag inactive, TRPC6 activator inactive, TRPC6 inhibitor inactive, ANO1 block inactive, TMEM16A act inactive, SKKanGAS inh -11 and MrgX1 PAM inactive.
C=CCOc1ccc(C(c2c(C(=O)O)[nH]c3ccccc23)c2c(C(=O)O)[nH]c3ccccc23)cc1 was read as TRPC4 agonist inactive, TRPC4 block inactive, MrgX1 antagonist inactive, TRPC4 potent inactive, MrgX1 ag inactive, TRPC6 activator inactive, TRPC6 inhibitor inactive, ANO1 block inactive, TMEM16A act inactive, SKKanGAS inh 16 and MrgX1 PAM inactive.
Screening O=C(COc1ccccc1)NCC(c1ccco1)N1CCCCC1 (centres undefined) returned TRPC4 agonist inactive, TRPC4 block inactive, MrgX1 antagonist inactive, TRPC4 potent inactive, MrgX1 ag inactive, TRPC6 activator inactive, TRPC6 inhibitor inactive, ANO1 block inactive, TMEM16A act inactive, SKKanGAS inh -7 and MrgX1 PAM inactive.
Screening CCOC(=O)c1sc(NC(C)=O)nc1-c1ccccc1 returned TRPC4 agonist inactive, TRPC4 block inactive, MrgX1 antagonist inactive, TRPC4 potent inactive, MrgX1 ag inactive, TRPC6 activator inactive, TRPC6 inhibitor inactive, ANO1 block inactive, TMEM16A act inactive, SKKanGAS inh 2 and MrgX1 PAM inactive.
Screening Cc1ccc(S(=O)(=O)N2c3cc(C)ccc3OCC2C(C)(C)C)cc1 (centres undefined) returned TRPC4 agonist inactive, TRPC4 block inactive, MrgX1 antagonist inactive, TRPC4 potent inactive, MrgX1 ag inactive, TRPC6 activator inactive, TRPC6 inhibitor inactive, ANO1 block inactive, TMEM16A act inactive, SKKanGAS inh 44 and MrgX1 PAM inactive.
CCc1ccc[n+](-c2[nH]c(=O)sc2/C=N/N=C(\[O-])c2cccnc2)c1 was read as TRPC4 agonist inactive, TRPC4 block inactive, MrgX1 antagonist inactive, TRPC4 potent inactive, MrgX1 ag inactive, TRPC6 activator inactive, TRPC6 inhibitor inactive, ANO1 block inactive, TMEM16A act inactive, SKKanGAS inh -9 and MrgX1 PAM inactive.
For COc1ccc(-n2c(=S)[nH]c3cc(C(=O)N4CCN(c5ccccc5)CC4)ccc3c2=O)cc1 the results were TRPC4 agonist inactive, TRPC4 block inactive, MrgX1 antagonist inactive, TRPC4 potent inactive, MrgX1 ag inactive, TRPC6 activator inactive, TRPC6 inhibitor inactive, ANO1 block inactive, TMEM16A act inactive, SKKanGAS inh 24 and MrgX1 PAM inactive.
For CN1C(=O)CSC1=Nc1ccc(F)cc1 the results were TRPC4 agonist inactive, TRPC4 block inactive, MrgX1 antagonist inactive, TRPC4 potent inactive, MrgX1 ag inactive, TRPC6 activator inactive, TRPC6 inhibitor inactive, ANO1 block inactive, TMEM16A act inactive, SKKanGAS inh 2 and MrgX1 PAM inactive.
Cc1cc(NC(=O)CCc2ccc(S(=O)(=O)N3CCOCC3)cc2)n(-c2ccccc2)n1 was read as TRPC4 agonist inactive, TRPC4 block inactive, MrgX1 antagonist inactive, TRPC4 potent inactive, MrgX1 ag inactive, TRPC6 activator inactive, TRPC6 inhibitor inactive, ANO1 block inactive, TMEM16A act inactive, SKKanGAS inh -3 and MrgX1 PAM inactive.
Screening CN(C)c1ccc(NC(=O)C[n+]2ccccc2)cc1 returned TRPC4 agonist inactive, TRPC4 block inactive, MrgX1 antagonist inactive, TRPC4 potent inactive, MrgX1 ag inactive, TRPC6 activator inactive, TRPC6 inhibitor inactive, ANO1 block inactive, TMEM16A act inactive, SKKanGAS inh -4 and MrgX1 PAM inactive.
`CN(c1ccccc1)S(=O)(=O)c1cccc(NC(=O)CSc2ncc(C(F)(F)F)cc2Cl)c1` gave TRPC4 agonist inactive, TRPC4 block inactive, MrgX1 antagonist inactive, TRPC4 potent inactive, MrgX1 ag inactive, TRPC6 activator inactive, TRPC6 inhibitor inactive, ANO1 block inactive, TMEM16A act inactive, SKKanGAS inh 7 and MrgX1 PAM inactive.
CCc1ccc2c(c1)c1nnc(NN)nc1n2CC was read as TRPC4 agonist inactive, TRPC4 block inactive, MrgX1 antagonist inactive, TRPC4 potent inactive, MrgX1 ag inactive, TRPC6 activator inactive, TRPC6 inhibitor inactive, ANO1 block inactive, TMEM16A act inactive, SKKanGAS inh 17 and MrgX1 PAM inactive.
Screening CCC(C)[C@@H](C(=O)N1CCNCC1)n1cc(CCCCN)nn1 (some centres undefined) returned TRPC4 agonist inactive, TRPC4 block inactive, MrgX1 antagonist inactive, TRPC4 potent inactive, MrgX1 ag inactive, TRPC6 activator inactive, TRPC6 inhibitor inactive, ANO1 block inactive, TMEM16A act inactive, SKKanGAS inh 4 and MrgX1 PAM inactive.
For Cc1ccc(N=CC2=C(O)CC(c3ccco3)CC2=O)cc1 (centres undefined) the results were TRPC4 agonist inactive, TRPC4 block inactive, MrgX1 antagonist inactive, TRPC4 potent inactive, MrgX1 ag inactive, TRPC6 activator inactive, TRPC6 inhibitor inactive, ANO1 block inactive, TMEM16A act inactive, SKKanGAS inh -4 and MrgX1 PAM inactive.
Screening N#Cc1ccc(Oc2cccnc2)cc1C#N returned TRPC4 agonist inactive, TRPC4 block inactive, MrgX1 antagonist inactive, TRPC4 potent inactive, MrgX1 ag inactive, TRPC6 activator inactive, TRPC6 inhibitor inactive, ANO1 block inactive, TMEM16A act inactive, SKKanGAS inh 2 and MrgX1 PAM inactive.
